S-ASM inh – inhibitors of human secretory acid sphingomyelinase | AID 504937 | placental ASM, HMU-PC fluorogenic substrate, 60 min | Potency, µM (top dose mostly 57.5 µM), inactives show at the highest dose activity change, negative = inhibition, hits mostly inhibitors | P17405 | 340,000 compounds, 0.006% hits; further: potency means the concentration at half of the fitted maximal effect
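HMU-PC0 cleavage (9 uM final) by human placental ASM, 60 min at 37 °C following 10 min compound exposure at RT; stopped at pH 10, fluorescence Ex 386/Em 447 nm.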
TRPV1 agonist – activates the human vanilloid receptor TRPV1; TRPV1-expressing cells, Fluo-8 calcium influx, agonist mode; activation, % at 8.33 µM; 320,000 compounds, 0.19% hits; AID 540275; in the data active means activation above about 80%; inconclusive means between about 30% and that limit; further: 0% is about no effect
Target sequence (Q8NER1 whole entry, looked up): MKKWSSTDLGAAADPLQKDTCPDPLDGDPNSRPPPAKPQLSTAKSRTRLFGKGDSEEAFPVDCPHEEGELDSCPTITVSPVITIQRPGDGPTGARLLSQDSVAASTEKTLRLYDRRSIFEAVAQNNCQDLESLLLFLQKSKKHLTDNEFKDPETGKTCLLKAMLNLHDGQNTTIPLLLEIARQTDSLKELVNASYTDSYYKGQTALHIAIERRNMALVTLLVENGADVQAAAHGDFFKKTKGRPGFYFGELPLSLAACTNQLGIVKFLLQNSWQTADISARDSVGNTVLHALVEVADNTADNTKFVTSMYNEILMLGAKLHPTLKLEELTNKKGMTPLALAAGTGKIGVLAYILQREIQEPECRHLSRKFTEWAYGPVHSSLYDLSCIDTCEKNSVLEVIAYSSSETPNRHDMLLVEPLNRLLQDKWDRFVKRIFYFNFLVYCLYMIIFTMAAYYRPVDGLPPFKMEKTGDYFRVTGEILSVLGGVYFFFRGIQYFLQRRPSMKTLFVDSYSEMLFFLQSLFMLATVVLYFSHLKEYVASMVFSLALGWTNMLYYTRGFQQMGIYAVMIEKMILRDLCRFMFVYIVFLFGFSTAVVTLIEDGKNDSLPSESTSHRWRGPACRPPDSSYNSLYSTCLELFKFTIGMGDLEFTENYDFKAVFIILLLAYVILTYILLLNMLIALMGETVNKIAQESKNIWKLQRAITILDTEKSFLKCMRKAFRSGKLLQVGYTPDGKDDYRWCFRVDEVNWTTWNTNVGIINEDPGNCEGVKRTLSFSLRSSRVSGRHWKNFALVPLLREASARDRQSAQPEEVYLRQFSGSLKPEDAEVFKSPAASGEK
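Cells expressing TRPV1 were dye-loaded with Fluo-8 and read kinetically: 10 s baseline, 3 min after compound (agonist portion), then 2 min after EC20 capsaicin (allosteric enhancer portion). Calcium-bound dye fluorescence at 480/520 nm.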
FBPA coupling cs – counter-screen for Giardia aldolase inhibitors: coupling enzyme system; coupling enzyme system counterscreen, AmpLite Red fluorescence; activity change, negative = inhibition, % at 58.2 µM, hits read low; 290,000 compounds, 0.67% hits; AID 2472; in the data active means activity change below about -30%; further: on the % scale 0 is the no-effect control and ±100 the full control effect
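Counterscreen of the coupled detection system alone, without aldolase: glyceraldehyde-3-phosphate coupling enzymes plus AmpLite Red readout. Compounds at 57.5 uM final, 10 min RT preincubation, 20 min RT reaction, fluorescence 525/598 nm.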
MBNL1 CUG block – inhibitors of human MBNL1 binding to CUG repeat RNA; TR-FRET MBNL1-His/biotin-(CUG)12 binding, 665/545 ratio; Potency, µM (top dose mostly 57.5 µM), for the others: at the top dose activity change, negative = inhibition, usual class: inhibitors; 280,000 compounds, 0.036% hits; active means well fitted inhibition curve with a large enough effect in the signal ratio, with a control signal flat, not every such curve was filed as active; inconclusive means small, poorly fitted or top-dose-only effect, or effect the other way, or a change in a side signal; inactive means no such curve, though single readings can be large or run the other way; the % refers to the signal ratio; further: potency means the concentration at half of the fitted maximal effect; on the % scale 0 is the no-effect control and ±100 the full control effect
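TR-FRET between His-tagged MBNL1 and biotin-(CUG)12 RNA, detected with Tb anti-His antibody (0.055 ng/ul) and streptavidin-XL665 (5 nM), 60 min at room temperature. Compounds titrated 92 nM to 58 uM; 665/545 nm ratio normalized to buffer and complex controls.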
hERG WT inh – KCNH2 (human, wildtype) channel inhibition | 340,000 compounds, 0.37% hits | activity change, % at 1.84 µM | U2OS, BacMam KCNH2, thallium flux FluxOr; active compounds read low | AID 720551;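 active means maximum activity change below -70%; inconclusive means maximum activity change between -70% and -50%; inactive means maximum activity change above -50%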; further: on the % scale 0 is the no-effect control and ±100 the full control effect
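U2OS cells were transduced with wild-type KCNH2 virus (2.03 x 10^8 / mL) for 4 h at room temperature, then cultured overnight at 37 C. Thallium flux was read with FluxOr dye. Rate constants were normalized to DMSO controls.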
A-T KAP1 phos – potential ataxia-telangiectasia treatment. […] A-T fibroblasts, KAP-1 phosphorylation AlphaLISA; neocarzinostatin DNA damage 30 min before lysis. Potency, µM (titrated, usually from 57.5 µM), without a hit: top-dose activation, most hits filed as activators. 320,000 compounds, 0.19% hits; further: potency means the concentration at half of the fitted maximal effect; % of control where 0% means no effect; nearly all actives have a fitted effect of over 45% in size
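hTERT-immortalized A-T patient fibroblasts ([…]), 500 cells/well in OPTI-MEM, 1% FBS, got compounds for 60 min, then NCS for 30 min at 37C. Lysates were then assayed for phospho-KAP-1 by AlphaLISA (anti-pKAP1 donor, anti-KAP1 acceptor beads), 6 hr at 25C.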
CXXC DNA block – blocks binding of human MLL CXXC domain to DNA; Q03164; MLL-CXXC / FITC-HOXA9 DNA fluorescence polarization; Potency, µM (highest dose often 115 µM), for inactives: top-dose activity change, negative = inhibition, hits mostly inhibitors; 290,000 compounds, 0.037% hits; AID 2662; active means well fitted inhibition curve with a large enough effect in the polarisation, with a control signal flat, not every such curve was filed as active; inconclusive means small, poorly fitted or top-dose-only effect, or effect the other way, or a change in a side signal; inactive means no such curve, though single readings can be large or run the other way; the % refers to the polarisation; further: potency means the concentration at half of the fitted maximal effect
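Purified MLL-CXXC (added from a 7 uM solution) was preincubated 5 min at ambient with pinned compounds in 50 mM Tris-HCl pH 7.5, 50 mM NaCl, 1 mM DTT, 0.05% BSA. Fluorescein-labeled HOX-A9 DNA (50 nM solution) followed, 30 min, then polarization read.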
a7 integrin act – activators of alpha7 integrin expression for muscular dystrophy | Potency, µM (doses to about 38.3 µM), for inactives: at the highest dose activation, hits mostly activators | alpha7betagal myoblasts, beta-gal FDG fluorescence, 48 h | AID 624291 | 350,000 compounds, 0.064% hits;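 further: potency means the concentration at half of the fitted maximal effect; 100% = response of the positive control SU9516; nearly all actives have a fitted effect of over 60% in size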
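alpha7betagal+/- myoblasts (passage 13, 250/well) treated 48 h at 37C with compounds at 1:260 dilution of DMSO stock. Lysed, then beta-galactosidase activity read as FDG fluorescence (ex 480/em 540) after 30 min, with pre-read for autofluorescence.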
GALK inh – blocks human galactokinase activity; P51570; Purified GALK, Kinase-Glo residual ATP luminescence; Potency, µM (highest dose often 57.5 µM), without a hit: at the highest dose activity change, negative = inhibition, usual class: inhibitors; 270,000 compounds, 0.007% hits; further: potency means the concentration at half of the fitted maximal effect; on the % scale 0 is the no-effect control and ±100 the full control effect
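The enzyme phosphorylates galactose (100 uM) using ATP (35 uM); inhibition is detected as higher residual ATP, quantified by bioluminescence after 1 h reaction at room temperature, pH 8.0.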
KCNH2 3.1 block – blocks the human KCNH2 3.1 channel isoform | 340,000 compounds, 0.95% hits | U2OS KCNH2 3.1, thallium flux FluxOr; active compounds read low | activity change, % (tested at about 1.8 µM);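 active means maximum activity change below -70%; inconclusive means maximum activity change from -70% to -50%; inactive means maximum activity change above -50%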;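 further: thallium influx rate constant from kinetic fluorescence after stimulation buffer; on the % scale 0 is the no-effect control and ±100 the full control effect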
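Virally transduced U2OS (3.1 isoform, 4 h infection in dark at RT) → overnight 37 C → FluxOr + Red40 in HBSS/HEPES, 45 min → stimulation buffer, 2 min kinetic read → rate constant vs DMSO controls.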
* marks the source's active call; other numbers are inactive results; ? = inconclusive; · = not tested or not shown; [ ] = dose if it differs, or a comment. Unless noted, the call rests on the fitted dose curve; in most records, active means well fitted curve in the direction sought with a large enough effect; inconclusive means small, poorly fitted or top-dose-only effect, or another doubt; inactive means no such curve, though single readings can be large; an effect the other way counts as inactive or inconclusive.

SMILES	S-ASM inh	TRPV1 agonist	FBPA coupling cs	MBNL1 CUG block	hERG WT inh	A-T KAP1 phos	CXXC DNA block	a7 integrin act	GALK inh	KCNH2 3.1 block
Cc1nn(C)c(C(=O)N/N=C/c2cccc(Oc3ccccc3)c2)c1Br	-12.2%	22.8	·	8.9%	5.4	-21.7%	-0.7%	29.1%	-5.0%	-8.3
COCc1cc(C)n(CC(=O)Nc2ccccc2C(=O)OC)c(=O)c1C#N	6.4%	0.0	2.2	4.3%	-1.8	1.8%	6.1%	1.9%	-3.0%	-5.4
COc1ccc2[nH]c(C(=O)N3CCN(c4ccccc4F)CC3)c(C)c2c1	-11.1%	-1.3	-1.4	-0.2%	1.0	3.5%	-4.9%	?	-1.8%	-11.1
CC(C)c1nc(Cl)c(C#N)c2c1CCC2	1.8%	-3.2	2.4	·	5.3	12.6%	1.0%	-2.5%	7.1%	6.1
C/C(=N/NC(=O)c1nnn(-c2nonc2N)c1-c1ccccc1)c1ccncc1	-0.7%	-2.9	0.8	4.7%	5.2	4.4%	-14.2%	-17.3%	-1.7%	13.0
COc1cc(/C=C/C(=O)OCC(=O)Nc2cc(C)c(C)cc2[N+](=O)[O-])ccc1O	-8.5%	3.5	2.4	-0.8%	5.3	9.9%	-4.9%	1.9%	-2.3%	-5.3
Cc1sc2nc(SCC(N)=O)n(C)c(=O)c2c1C	5.5%	1.2	0.9	-7.7%	1.2	-0.8%	-6.3%	26.7%	-2.8%	-13.9
COc1ccccc1CNC(=O)C1CCC(CNS(=O)(=O)c2cccc3cccnc23)CC1 (configuration not stated)	-2.6%	-2.5	·	?	-18.6	6.9%	9.0%	-6.3%	5.2%	1.1
CN(Cc1ccccc1)C(=O)COC(=O)c1ccc(Br)o1	-1.8%	·	·	·	-6.7	9.1%	·	-0.7%	·	2.4
O=C(NCCOc1ccccc1Cl)C(=O)c1c[nH]c2ccccc12	-3.7%	6.8	-1.4	-2.5%	-0.5	6.0%	-2.1%	4.8%	5.9%	-2.4
CCOC(=O)c1ccc(N2C(=O)CC(NC3CCN(C(=O)c4cccc(Cl)c4)CC3)C2=O)cc1 (configuration not stated)	-0.7%	2.7	3.4	-2.7%	-11.0	2.9%	-0.7%	-7.6%	-0.4%	-10.4
C/C(=N\Nc1ccccn1)c1ccc(Br)s1	0.1%	·	·	·	5.3	·	·	-27.5%	·	-0.7
COCc1ccc(-c2c(-c3ccc(OC)cc3)oc(=O)c3cc(OC)c(OC)cc23)cc1	-3.9%	·	·	·	-6.5	-5.3%	·	0.0%	·	-1.0
O=P(Cc1cc[n+]([O-])cc1)(c1ccccc1)c1ccccc1	2.5%	-5.0	·	-2.9%	-2.8	0.7%	7.7%	25.6%	2.4%	29.4
c1cncc(-c2cccnc2)c1	-0.6%	-0.9	0.7	0.2%	-10.8	-1.6%	-6.8%	-7.1%	0.8%	-3.8
O=C(O)c1ccc2ncc(NC(=O)c3ccc(F)cc3)c(=O)n2c1	53.9%	3.9	4.3	?	-7.5	-0.5%	-2.1%	9.7%	0.6%	-1.0
COC(=O)c1ccc(CNC(=O)c2sccc2-c2ccccc2)cc1	-4.2%	·	·	·	-5.1	·	·	1.5%	·	0.4
Oc1[nH]c2ccccc2c1OCc1ccncc1	0.8%	-0.5	0.3	12.0%	-6.1	0.6%	-2.0%	5.8%	4.5%	13.7
Cc1ccc(C(=O)COC(=O)c2ccc(Cl)c(N)c2)s1	0.0%	9.4	·	·	-5.2	7.0%	·	14.0%	·	6.1
CN(C(=O)c1cccc(NC(=O)Cc2cccc(NC(=O)C3CCCN(C(=O)C4CC4)C3)c2)c1)C1CC1 (configuration not stated)	-0.5%	·	·	·	-0.5	·	·	13.1%	·	16.2
CC#CC(=O)N1CCC(CO)(CCc2ccccc2)CC1	0.0%	6.0	5.8	6.0%	-0.9	1.4%	-0.2%	-12.0%	0.8%	1.4
O=c1sc2ccccc2n1CCCOc1ccccc1	-0.3%	25.1	·	-8.0%	-1.4	6.4%	2.1%	18.0%	0.8%	-2.3
COc1ccc(-c2cc3nc(C)cc(N)n3n2)cc1	3.3%	3.5	-3.0	-10.3%	-5.3	1.0%	4.4%	-19.3%	18.2%	12.7
O=C1C(=O)c2ccccc2C(O)=C1c1cccc([N+](=O)[O-])c1	2.2%	·	-13.0	·	7.8	-6.3%	0.2%	11.8%	0.1%	-4.3
O=c1[nH]c(=S)c2[nH]c(=S)n(-c3ccccc3)c2[nH]1	40.3%	·	·	·	2.3	·	·	37.1%	·	10.4
COc1ccc(CC(=O)NCC2CCCN(Cc3ccc(SC)cc3)C2)cc1 (configuration not stated)	1.9%	-6.4	-0.1	0.5%	5.6	-9.8%	6.8%	-25.9%	4.1%	8.0
CCOC(=O)N1CCC(NC(=O)C2CCC(CNS(=O)(=O)c3ccc(OC)cc3)CC2)CC1 (configuration not stated)	0.0%	-2.4	-0.3	-0.5%	6.0	-12.5%	14.4%	16.0%	-2.0%	-3.8
C/C(N)=C(/C#N)C(=O)COC(=O)CCSc1ccccc1Cl	-4.7%	-0.9	-0.5	-3.4%	-17.1	-1.2%	14.7%	-6.2%	-0.4%	-12.5
CC(C)NC(=O)c1ccc(CN2CCC(Cc3ccccc3)CC2)cc1	0.3%	3.9	1.5	-3.9%	20.7	0.9%	2.1%	-30.6%	2.4%	-2.5
CCOC(=O)c1c(S(=O)(=O)NCCc2ccccc2)c(C)n(C)c1C	7.2%	11.1	-2.3	1.1%	17.0	0.8%	2.0%	39.2%	-2.5%	5.9
CCC(CC)NC(=O)CCc1nc2ccccc2c(=O)[nH]1	-3.3%	-1.3	-0.8	-2.6%	1.9	0.1%	-2.2%	-22.4%	-1.6%	-19.1
COc1ccc(CNC(=O)CCn2c(=O)c3cccn3c3ccc(F)cc32)cc1	0.7%	24.5	·	-5.8%	1.9	9.0%	2.6%	-19.0%	3.1%	5.2
Cc1cnc(NC(=O)COc2ccc3c(c2)CCC3)s1	2.0%	?	·	5.1%	6.7	-4.7%	-5.8%	-45.9%[inhibitor]	-11.1%	20.3
CC(=O)Nc1ccc(S(=O)(=O)NNc2cccc(C)c2)cc1	-12.9%	0.4	-2.5	5.2%	1.1	-12.7%	22.8%	-3.9%	-0.6%	-3.4
Cc1ccc(C)c2c1cc(C)c1nnc(SCC(=O)N3CCCc4ccccc43)n12	2.3%	8.7	-2.8	4.0%	-0.8	2.5%	-1.5%	7.7%	-0.2%	12.1
Cc1cc(NC(=O)CCC(=O)NNC(=O)c2ccc(C(C)(C)C)cc2)no1	3.0%	-1.2	-1.3	-22.8%	1.1	15.8%	-6.0%	24.4%	2.3%	11.4
CC(=O)c1ccc(S(=O)(=O)Nc2c(C)nn(C)c2C)cc1	-0.6%	2.0	·	·	3.0	34.5%	·	-9.1%	·	1.8
CCOC(=O)C1(Cc2ccc(OC)cc2)CCN(C(=O)CCn2ccc(C)n2)CC1	1.6%	-2.0	3.0	0.3%	-5.4	-5.1%	-2.4%	-15.7%	2.4%	-28.2
CSc1ccccc1C(=O)NC1CCCCCC1	-1.1%	2.2	6.6	?	18.8	4.4%	9.3%	-43.0%	-5.5%	17.3
CCC(C)NCC(O)COCc1ccc(Cl)cc1 (configuration not stated)	-1.0%	-1.4	7.7	-6.7%	-1.5	6.1%	3.0%	6.4%	2.4%	-15.6

Arranged by the number under S-ASM inh (falling): 3 of the compounds above
Compound	S-ASM inh
O=c1[nH]c(=S)c2[nH]c(=S)n(-c3ccccc3)c2[nH]1	40.3%
Cc1cnc(NC(=O)COc2ccc3c(c2)CCC3)s1	2.0%
COc1ccc(CNC(=O)CCn2c(=O)c3cccn3c3ccc(F)cc32)cc1	0.7%

Remaining list, next part:
SMILES	S-ASM inh	TRPV1 agonist	FBPA coupling cs	MBNL1 CUG block	hERG WT inh	A-T KAP1 phos	CXXC DNA block	a7 integrin act	GALK inh	KCNH2 3.1 block
Cc1nc2c(Cl)cc(Cl)cc2[nH]1	1.8%	-4.3	-0.1	-5.8%	-2.5	-1.5%	14.3%	1.6%	-1.1%	-2.7
CC1CCN(c2nnc(-c3ccccc3)c3ccccc23)CC1	-0.7%	25.2	0.0	1.7%	12.8	8.2%	-3.5%	-35.9%	-0.4%	-6.7
COc1ccc(S(=O)(=O)N2CCC(C(=O)N3CCC(C(N)=O)CC3)CC2)cc1Cl	-0.6%	0.0	1.6	1.7%	7.5	1.5%	-0.7%	-14.8%	-2.0%	11.1
CCC(Oc1ccccc1)C(=O)N1CCC(C(N)=O)CC1 (configuration not stated)	4.6%	·	-0.3	-5.5%	-109.1*	5.3%	-12.2%	24.0%	-1.0%	-2.2

Source: PubChem BioAssay

Outcome played no part in choosing rows (roughly 2% active in at least one column).
